Bim-Bcl-XL: inhibitors of Bim-Bcl-XL interaction, human; inhibition, % at 10 µM; Q07817; Bim peptide-Bcl-XL binding, bead flow cytometry, fluorescence; 190,000 compounds, 0.04% hits
RGS4-Gao reg: human RGS4-Galphao interaction regulation; Multiplexed bead flow cytometry, RGS4-Galphao binding; actives lie on both sides; 220,000 compounds, 0.33% hits; binding response (% of control), % at 10 µM; AID 1415; P09471; in the data active = binding response below about 49% or above about 150%; inactive = in between;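 note: fluorescent Galphao activated with aluminum fluoride binding bead-coupled RGS4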
RGS7-Gao: modulates binding of RGS7 to human Galphao; P09471; Multiplexed bead flow cytometry; actives lie on both sides; binding response (% of control), % at 10 µM; 220,000 compounds, 0.35% hits; AID 1439; in the data active = binding response below about 49% or above about 150%; inconclusive = no clear call, values can overlap the other calls; inactive = in between;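 note: fluorescent Galphao held in activated GDP-AlF4 state binding bead-coupled RGS7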
Bcl-2 Bim block: human Bim-Bcl-2 interaction inhibition; Bead-based flow cytometry, Bim peptide-Bcl-2 binding; P10415; inhibition, % at 10 µM; 190,000 compounds, 0.06% hits; in the data active = inhibition above about 40%; inconclusive = no clear call, values can overlap the other calls;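 note: 0% = no compound wells with probe peptide and 100% = reference peptide inhibitor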
Target sequence (P10415 whole entry, looked up): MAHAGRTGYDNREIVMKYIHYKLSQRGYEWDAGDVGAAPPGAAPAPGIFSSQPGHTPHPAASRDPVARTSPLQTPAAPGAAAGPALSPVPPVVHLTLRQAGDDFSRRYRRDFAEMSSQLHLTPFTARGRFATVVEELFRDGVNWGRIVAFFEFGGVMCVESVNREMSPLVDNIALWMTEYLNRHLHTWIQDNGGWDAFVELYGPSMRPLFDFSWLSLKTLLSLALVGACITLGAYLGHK
RGS8-Gao: modulates binding of RGS8 to human Galphao | P09471 | multiplexed bead flow cytometry; actives lie on both sides | response (percent of control binding), % at 10 µM | 220,000 compounds, 0.34% hits; in the data active = response below about 60% or above about 140%; inactive = in between;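 note: Galphao activated as the GDP aluminium fluoride complex binding bead-coupled RGS8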
Bfl-1 Bim block: disrupts Bim binding to human Bfl-1; Bead-based flow cytometry, Bim-Bfl-1 binding inhibition; inhibition, % at 10 µM; 190,000 compounds, 0.12% hits; AID 1008;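 note: 0% = wells without compound plus tracer and 100% = blocker peptide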
ABCB1 block: blocks JC-1 efflux by human ABCB1 transporter. 190,000 compounds, 0.067% hits. inhibition, % at 6.6 µM. CCRF-Adr cells, flow cytometry; in the data active = inhibition above about 40%;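 note: 0% = vehicle and 100% = reference inhibitor; higher value means more JC-1 retained so stronger ABCB1 efflux block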
Bcl-B Bim block: inhibitors of Bim-Bcl-B interaction, human; Q9HD36; bead-based flow cytometry, Bim peptide-Bcl-B binding; inhibition, % at 10 µM; 190,000 compounds, 0.073% hits;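 note: 0% = tracer peptide without compound and 100% = reference inhibitor peptide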
Bcl-W Bim block: disrupts Bim peptide binding to human Bcl-W; Q92843; bead-based flow cytometry; inhibition, % at 10 µM; 190,000 compounds, 0.02% hits; AID 952;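 note: 0% = bound tracer without compound and 100% = peptide blocker; higher means less fluorescent Bim peptide bound to Bcl-W beads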
Target sequence (Q92843 whole entry, looked up): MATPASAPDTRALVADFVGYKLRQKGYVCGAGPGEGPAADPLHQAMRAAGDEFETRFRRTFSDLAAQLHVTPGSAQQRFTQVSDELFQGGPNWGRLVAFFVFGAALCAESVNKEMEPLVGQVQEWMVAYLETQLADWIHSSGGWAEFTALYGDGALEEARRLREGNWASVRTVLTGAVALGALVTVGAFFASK
ABCG2 block: inhibitors of human ABCG2 transporter, ABCB1 counter-screen. Q9UNQ0. IgMXP3 cells, JC-1 efflux, flow cytometry. inhibition, % at 6.6 µM. 190,000 compounds, 0.1% hits. AID 1325;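 active = inhibition above 80%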;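 note: 0% = DMSO and 100% = nicardipine control wells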
Target sequence (Q9UNQ0 whole entry, looked up): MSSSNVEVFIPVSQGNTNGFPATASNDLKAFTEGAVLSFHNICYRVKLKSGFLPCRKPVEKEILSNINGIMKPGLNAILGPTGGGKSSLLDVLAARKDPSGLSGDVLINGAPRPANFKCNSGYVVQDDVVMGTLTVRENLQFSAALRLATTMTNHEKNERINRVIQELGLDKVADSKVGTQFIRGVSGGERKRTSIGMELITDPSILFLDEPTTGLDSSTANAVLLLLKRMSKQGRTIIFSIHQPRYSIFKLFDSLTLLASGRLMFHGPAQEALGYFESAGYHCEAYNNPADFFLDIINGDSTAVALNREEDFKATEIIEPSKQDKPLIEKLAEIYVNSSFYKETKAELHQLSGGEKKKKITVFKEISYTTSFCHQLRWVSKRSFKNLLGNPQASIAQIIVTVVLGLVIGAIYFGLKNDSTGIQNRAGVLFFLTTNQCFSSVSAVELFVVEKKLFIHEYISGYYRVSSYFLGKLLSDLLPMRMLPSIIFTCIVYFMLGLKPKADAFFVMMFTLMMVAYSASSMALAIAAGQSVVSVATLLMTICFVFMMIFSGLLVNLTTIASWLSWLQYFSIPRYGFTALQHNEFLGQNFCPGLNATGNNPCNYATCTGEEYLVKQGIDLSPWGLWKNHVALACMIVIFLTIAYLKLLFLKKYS
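Read-out basis: Efflux inhibition in percent versus controls | Test system: ABCG2 IgMXP3 and barcoded ABCB1 CCRF-Adr cell mix | Quantity: 3 million cells/mL in well | Schedule: 10 min at 25 °C | Control set: Nicardipine as high control, DMSO as low control | Reagent: JC-1 as fluorescent efflux pump substrate | Signal: Flow cytometry of retained JC-1 fluorescence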
GSH bead fluor: compound fluoresces at 488/530 nm on GSH beads; fluorescence (KMESF) at 10 µM; GSH beads flow cytometry, compound fluorescence 488/530 nm; hits give high values; 190,000 compounds, 0.25% hits; in the data active = fluorescence above about 89;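 note: glutathione beads carrying GST-tagged Bcl family fusion proteins plus one bare bead set; values are compound well signal with DMSO vehicle wells as background; inactives centre near 16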
Starred values were filed as active, the others as inactive; ? = inconclusive. Cut-off read from the data, not from the text of the source, unless noted: active = inhibition above about 40%. This is a random part of the collection. Share with any hit: about 1.1%.

SMILES	Bim-Bcl-XL	RGS4-Gao reg	RGS7-Gao	Bcl-2 Bim block	RGS8-Gao	Bfl-1 Bim block	ABCB1 block	Bcl-B Bim block	Bcl-W Bim block	ABCG2 block	GSH bead fluor
Cc1c(NS(C)(=O)=O)c(=O)n(-c2ccccc2)n1C	-42	108	101	1	112	0	0.1	1	-1	-1	252*
NCCCCc1cn(CC(=O)N2CCNCC2)nn1	-1	100	104	0	106	-4	0.0	-11	0	0	22
COc1ccccc1NC1=C(Cl)C(=O)OC1OC(=O)c1ccco1 (stereo not drawn)	3	101	103	-7	104	-4	0.1	0	2	0	13
Cc1nn(Cc2ccccc2)c(Cl)c1C(=O)OC1CCOC1=O (stereo not drawn)	0	97	99	0	98	-2	0.6	-1	0	2	17
Cc1ccccc1-n1c(-c2csc3ccccc23)n[nH]c1=S	-3	103	104	-3	101	0	-0.4	-8	-5	-1	6
CC(C)C(c1nnnn1CCc1ccccc1)N1CCC(C(N)=O)CC1 (stereo not drawn)	0	83	96	-1	93	-4	1.1	-2	-2	-3	15
CCNS(=O)(=O)c1ccc(NC(=O)Nc2cccc(C(F)(F)F)c2)cc1	-4	95	99	-11	102	-10	1.8	-8	3	18	45
CCOC(=O)c1c(C)[nH]c(C(=O)C(C)Sc2ccc(Cl)cc2)c1C (stereo not drawn)	0	106	105	2	102	0	0.2	0	-3	4	11
CCn1c(C)nc2cc(C(=O)OC)ccc21	-3	93	91	-4	97	-10	0.4	-3	-4	2	61
CCCNS(=O)(=O)c1cccn1-c1ncc(C(F)(F)F)cc1Cl	-9	102	101	-13	102	-18	-0.6	-9	-1	13	33
CCOC(=O)C1=C(C)C(c2ccccc2)NC(=S)N1 (stereo not drawn)	3	101	99	1	93	15	-0.1	-43	0	0	21
CCN(CC)S(=O)(=O)c1ccc(OC)c(NC(=O)c2cc(C)on2)c1	0	103	105	-1	100	0	-0.2	-3	0	0	72

Random excerpt: three records from the list.
SMILES	Bim-Bcl-XL	RGS4-Gao reg	RGS7-Gao	Bcl-2 Bim block	RGS8-Gao	Bfl-1 Bim block	ABCB1 block	Bcl-B Bim block	Bcl-W Bim block	ABCG2 block	GSH bead fluor
Cc1c(NS(C)(=O)=O)c(=O)n(-c2ccccc2)n1C	-42	108	101	1	112	0	0.1	1	-1	-1	252*
CCCNS(=O)(=O)c1cccn1-c1ncc(C(F)(F)F)cc1Cl	-9	102	101	-13	102	-18	-0.6	-9	-1	13	33
CCOC(=O)C1=C(C)C(c2ccccc2)NC(=S)N1 (stereo not drawn)	3	101	99	1	93	15	-0.1	-43	0	0	21

Going on with the list:
SMILES	Bim-Bcl-XL	RGS4-Gao reg	RGS7-Gao	Bcl-2 Bim block	RGS8-Gao	Bfl-1 Bim block	ABCB1 block	Bcl-B Bim block	Bcl-W Bim block	ABCG2 block	GSH bead fluor
O=C(COc1cc(Cl)c(Cl)cc1Cl)NCCc1ccccn1	-2	103	106	0	103	-2	0.9	0	0	10	7
Clc1ccc(Cn2ncc3c(NCc4cccnc4)ncnc32)cc1	7	86	94	4	91	7	0.9	5	8	7	15
Cc1ccc(NC(=O)NC(=O)N(C(C)C)S(=O)(=O)c2ccc(C)cc2)cc1	-15	101	102	-4	106	-4	-0.3	-4	-10	0	8
Cc1ccc(NC(=S)NC(NC(=O)N(C)C)C(Cl)(Cl)Cl)cc1 (stereo not drawn)	-5	95	100	-5	91	-9	-0.1	-6	-1	3	13
CN(C)C(=O)c1nc(C#N)c(N(C)C)o1	-7	97	98	-6	97	-12	0.1	-7	2	2	257*
COc1ccc(C2=NOC3(CC(=O)N(c4ccc(C)cc4)C3=O)C2)cc1 (stereo not drawn)	1	98	105	1	104	-2	0.4	-1	-1	1	6
CC(=O)n1cc([C@@H]2C=C(C(=O)NCc3ccccc3)O[C@H](OCCCCO)C2)c2ccccc21	-3	103	106	-7	102	-5	12	-2	0	9	20
CCCCn1c(=O)cc(O)c2ccccc21	-8	98	101	-10	100	-21	0.7	-9	-4	14	24
COc1cccc(OC)c1Oc1ccc(C(F)(F)F)cn1	-3	102	99	-5	102	-3	0.7	-1	-2	2	13
Cc1ccnc(NC(c2ccccn2)c2c(C)[nH]c3ccccc23)c1 (stereo not drawn)	1	100	106	4	101	0	-0.1	-3	3	-1	11
O=C(NCc1ccc2[nH]c3c(c2c1)CCCC3)c1ccc(S(=O)(=O)N2CCOCC2)cc1	7	102	105	13	102	19	-0.1	-1	16	-2	13
CCOC(=O)/C(C#N)=C1/C=C(C)c2ccccc2N1	-3	105	?	-8	102	-7	0.6	-11	0	13	16
CCCCNC(=O)c1onc(CSc2ccccc2CC)c1C(=O)O	1	101	100	0	102	-4	0.5	-4	-5	5	32
Cc1ccc(NC(=O)CCSCCc2ccccn2)cc1	-5	97	101	-7	100	-3	0.0	0	-4	8	9
Cn1nnnc1SCC(=O)N1CCCc2ccccc21	-2	102	103	0	102	1	0.0	0	-1	0	16
O=c1c2ccccc2c2ccccc2c(=O)n1Cc1ccco1	-4	101	102	-4	103	-12	0.5	-4	2	11	19
Cc1ccc(N(CC(=O)NC2CCC(C)CC2)S(=O)(=O)c2cccnc2)cc1 (stereo not drawn)	-3	94	92	-8	100	-13	2.2	-10	-2	2	27
COc1cccc(C2N(c3cccc(Cl)c3)C(=O)C3CCCN32)c1OC (stereo not drawn)	-4	100	102	-6	101	-12	-1.3	-7	1	-2	19
CC(C)c1nnc(NC(=O)CSc2ccccc2)s1	-6	105	106	-1	105	-1	0.3	-2	-3	2	18
O=C(Nc1nc(-c2ccc(Oc3ccccc3)cc2)cs1)C1=COCCO1	-7	99	100	-6	102	-7	-0.3	-9	-7	2	13
Cc1onc(-c2ccccc2Cl)c1C(=O)NCc1ccccc1	-3	100	98	-10	98	-14	0.3	-8	-1	1	62
Cc1ccnc(NC(=O)C(C)n2cc([N+](=O)[O-])cn2)c1 (stereo not drawn)	-3	101	100	-6	133	0	4.5	-2	-1	9	17
O=C1CNC(=O)/C(=C/c2cccs2)N1	0	90	90	2	94	-2	0.6	-1	-2	5	13
O=C(O)CCc1ccc(-c2ccc(F)cc2)n1CCC(=O)O	0	88	86	-3	101	-9	-0.1	-9	0	0	44
CCC(C(=O)OCC(=O)Nc1cc(C)ccc1OC)c1ccccc1 (stereo not drawn)	-1	103	?	-1	101	-4	0.7	-3	0	9	26
CC1CCN(C(=O)CN(c2cccc(F)c2)S(C)(=O)=O)CC1	-3	101	101	-1	105	-8	0.6	-7	1	2	13
Cc1nnc2c3ccccc3c(Cl)nn12	0	102	102	0	102	-2	0.1	0	-2	3	16
CCCCNC(=O)Nc1ccccn1	-3	103	103	-2	102	-8	-0.1	-7	0	0	15
Cc1nc2ccccc2c(=O)n1NC(=O)c1cccnc1Cl	-1	101	96	0	101	4	1.3	-2	0	5	11
CSc1cccc(NC(=O)C2CCCN2S(=O)(=O)c2ccc3c(c2)CCC(=O)N3)c1 (stereo not drawn)	-7	107	102	-13	101	-10	0.2	-3	0	1	4
O=C(NCCc1ccccc1)/C(=C\c1ccc([N+](=O)[O-])cc1)NC(=O)c1ccccc1	-3	101	103	-8	100	-16	-1.9	-3	0	22	32
O=C1c2ccccc2C(=O)N1CCCc1nc(-c2ccc(Cl)cc2)no1	-5	101	97	-7	101	-8	0.5	-6	2	2	19
CCSc1cnc(-c2ccccc2)n1CC	0	98	100	-3	102	-1	0.2	-2	-1	1	10
CC(c1ccccc1)n1cc(C(=O)NCc2cccnc2)nn1 (stereo not drawn)	1	101	101	1	100	6	-0.1	3	1	-1	50
COc1ccc(NC(=O)CSc2nnc(Cc3cccn3C)n2-c2ccc(F)cc2)cc1	-3	106	101	-7	105	-11	1.8	-6	0	10	15
OCC1(Cc2ccccc2)CCCN(Cc2cn[nH]c2-c2ccccc2)C1 (stereo not drawn)	0	103	102	1	104	-2	0.6	0	3	2	18
CCN1CCN(S(=O)(=O)c2cc(OC)c(Cl)cc2OC)CC1	-1	107	107	-4	100	-3	0.9	-2	-2	3	12
Cc1cc2ncn(-c3ncnc4sc(C)c(C)c34)c2cc1C	-1	104	100	-2	101	-10	0.2	-2	0	1	27
O=C(c1cccc(Cl)c1)N1CCC(=O)N(C(COCc2cccc(Cl)c2)Cc2ccccc2)CC1 (stereo not drawn)	-3	100	103	-1	100	-1	5.3	-3	-2	10	19
FC(F)(F)c1cccc(NCc2n[nH]c(=S)n2C2CCCCC2)c1	-4	100	100	-7	102	-6	-0.9	-13	-3	-2	11
COc1ccc(OC)c(NC(=O)CCN2CC(C)OC(C)C2)c1 (stereo not drawn)	-4	99	101	-4	100	-13	0.5	-4	1	3	50
Cc1ccc(C2NC(=O)Cc3ccccc32)cc1 (stereo not drawn)	0	100	103	0	101	2	0.6	0	0	2	23
CC(=O)N1CCN(C(=S)NCCc2ccccc2)CC1	-7	101	112	-9	101	-15	0.3	-16	-3	8	9
O=C(CSc1ncccn1)N1CCN(C(=O)CSc2ncccn2)CC1	-4	93	95	-5	96	-2	-0.3	-9	-4	0	20
CN1C(=O)CC(NNC(=O)c2ccccc2)C1=O (stereo not drawn)	0	98	102	-1	102	-2	-2.8	-4	-1	-4	21
CCCC(=O)c1ccc(N2CCCCCC2)c(F)c1	-3	103	103	0	101	0	0.2	-1	0	1	6
CCOc1ccccc1C1CC(c2cccc(NS(C)(=O)=O)c2)=NN1C(=O)c1ccccc1 (stereo not drawn)	-5	101	102	-3	100	0	3.3	-5	0	4	11
COc1ccc(CN2CCN(C(=O)C3CC(=O)N(C4CCCCCC4)C3)CC2)c(OC)c1OC (stereo not drawn)	0	94	95	1	99	-3	0.2	1	0	1	19
CCn1c(SCC(=O)Nc2nonc2C)nnc1-c1ccoc1C	0	102	102	-1	102	0	0.1	-2	-1	0	13
Cc1[nH]c2ccc(-c3nnc(SCC(=O)N4CCCc5ccccc54)o3)cc2c1C	-1	100	107	-2	99	-1	-0.4	0	0	-1	11
Cc1cc(C)c(-n2nnnc2SC(C)C)c(C)c1	-7	96	92	-3	95	1	0.5	-4	-6	9	13
CCN(c1ccccc1)S(=O)(=O)c1cccc(C(=O)NCC(c2cccs2)N(C)C)c1 (stereo not drawn)	0	97	98	0	101	-2	0.5	2	0	1	12
Cc1c(NC(=O)Cn2ccc([N+](=O)[O-])n2)c(=O)n(-c2ccccc2)n1C	-2	103	105	-4	103	-9	-0.2	-6	4	-2	9
CC(C)c1ccc(NC(=O)C2CC(=O)N(C(C)C)C2)cc1 (stereo not drawn)	-3	103	105	-13	105	-7	-2.7	-8	-1	-2	25
Cc1cc(C)nc(N(C#N)CN2C(=O)c3ccccc3C2=O)n1	-12	99	102	-6	101	-8	0.4	-4	5	1	33
CN(CC(=O)Nc1cccc([N+](=O)[O-])c1)S(=O)(=O)c1ccccc1	-6	99	96	1	103	-5	1.1	1	1	28	11

Copied from the list.
Cc1[nH]c2ccc(-c3nnc(SCC(=O)N4CCCc5ccccc54)o3)cc2c1C in Bcl-W Bim block: 0
CCn1c(SCC(=O)Nc2nonc2C)nnc1-c1ccoc1C in ABCB1 block: 0.1
Cc1c(NC(=O)Cn2ccc([N+](=O)[O-])n2)c(=O)n(-c2ccccc2)n1C in GSH bead fluor: 9
Cc1cc(C)nc(N(C#N)CN2C(=O)c3ccccc3C2=O)n1 in Bcl-W Bim block: 5
